Bioassay records from PubChem.
Growth percent in the NCI-60 one-dose screen (48 h, 10 µM unless noted): 100 = growth as untreated, 0 = no growth, -100 = all killed.
TK-10: TK-10 renal cancer cells | 3.9% of 81,000 active | AID 1794769; active means growth percent below 10
* = called active by the depositor; & = joins results of further samples; [ ] = remark or other dose. A portion of the library; the hit share may differ from the screen's.

SMILES	TK-10
CCCC[C@@H]1CCN2C[C@@H](O)[C@@H](O)[C@@H]2[C@H]1O	98.7&112.8[100 µM]
CCCCCN1C(=O)C(CO)N=C(c2cccc(O)c2)c2ccc(Cl)cc21 (configuration not stated)	107.1[30 µM]
O=C1C(Cc2ccccc2)N=C(c2ccc(O)cc2)c2cc(Cl)ccc2N1CC1CC1 (configuration not stated)	92.4[30 µM]

Looked up by compound from the list above:
SMILES	TK-10
O=C1C(Cc2ccccc2)N=C(c2ccc(O)cc2)c2cc(Cl)ccc2N1CC1CC1 (configuration not stated)	92.4[30 µM]
CCCCCN1C(=O)C(CO)N=C(c2cccc(O)c2)c2ccc(Cl)cc21 (configuration not stated)	107.1[30 µM]
